Source: PubChem (National Center for Advancing Translational Sciences (NCATS))
Tb PGK inh – qHTS Assay to Find Inhibitors of Phosphoglycerate Kinase; Phosphoglycerate kinase, glycosomal (Trypanosoma brucei brucei), P07378; PGK/GAPDH coupled, Kinase-Glo luminescence, 60 min; Potency, µM (series often up to 57.5 µM), without a hit: top-dose activity change, negative = inhibition, usual class: inhibitors; 0.043% of 380,000 active; AID 602233, 2012; also: potency is read from the fitted curve at half-maximal effect; % is scaled to controls: 0 for no effect and ±100 for the full control effect; nearly all actives have a fitted effect of over 60% in size
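Recombinant glycosomal PGK reaction used 1,3-bisphosphoglycerate generated in-well by GAPDH (100nM final) in 100mM TEA pH 7.6, 5mM MgCl2, 0.01% Tween-20. After 60 minutes at room temperature, ATP was read by Kinase-Glo Plus luminescence end-point.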
ERG Ets-DNA blk – qHTS for Small Molecule Inhibitors of the ERG Ets/DNA interaction; Transcriptional regulator ERG (Homo sapiens), P11308; fluorescence polarization, His-ERG Ets domain / labelled DNA; Potency, µM (top dose mostly 76.9 µM), for the others: at the top dose FP activity, negative = inhibition, actives largely listed as inhibitors; 0.028% of 370,000 active; AID 624246, 2012; active = well fitted inhibition curve with a large enough effect in the polarisation, with a control signal flat; inconclusive = small, poorly fitted or top-dose-only effect, or effect the other way, or a change in a side signal; inactive = no such curve, though single readings can be large or run the other way; the % refers to the polarisation;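 also: polarization taken with two DNA probes labelled with fluorescein and Texas red; potency is read from the fitted curve at half-maximal effect; % of control where 0% means no effect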
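His-tagged ERG Ets domain (1 uM in the protein solution; 300mM KCl, 50mM Tris-HCl, 1mM EDTA, 1mM DTT, pH 7.5) received compound, then a probe mix of 5 nM fluorescein-DNA and 100nM Texas-615-DNA. Fluorescence polarization was read for both dyes.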
PI4K2A block – qHTS for small molecular inhibitors of PI4K2A. purified PI4K2A, ADP-Glo luminescence, 1 h; hits give low values. activity change, negative = inhibition, % at 76.9 µM. 0.13% of 420,000 active. AID 1346378, 2018; in the data active = activity change below about -50%; inconclusive = mostly about -30% to -49%;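 also: -100% = wells without enzyme as full effect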
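ADP-Glo luminescence measured ADP generated by PI4K2A enzyme (4 ug/mL before mixing) with 1.2 mM PI substrate (pre-mix) and 300 microM ATP (pre-mix). Tris pH7.5 buffer with MgCl2, Triton X-100; 1 h reaction at ambient temperature.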
JMJD2A Tudor inh – qHTS Assay for Inhibitors of JMJD2A-Tudor Domain; Lysine-specific demethylase 4A (Homo sapiens), O75164; AlphaScreen JMJD2A-Tudor / H3K4me3 peptide binding; AID 504339, 2011; 4.4% of 390,000 active; Potency, µM (titrated, usually from 114 µM), for the others: top-dose activity change, negative = inhibition, most hits filed as inhibitors; also: potency is read from the fitted curve at half-maximal effect; % is scaled to controls: 0 for no effect and ±100 for the full control effect; nearly all actives have a fitted effect of over 50% in size
GLS inhibitor – qHTS for Inhibitors of Glutaminase (GLS) | GLS enzymatic activity, qHTS titration | Potency, µM (highest dose often 45.5 µM), without a hit: top-dose activity change, negative = inhibition, usual class: inhibitors | 0.21% of 410,000 active; also: potency is read from the fitted curve at half-maximal effect; % is scaled to controls: 0 for no effect and ±100 for the full control effect
Target sequence (O94925 whole entry, looked up): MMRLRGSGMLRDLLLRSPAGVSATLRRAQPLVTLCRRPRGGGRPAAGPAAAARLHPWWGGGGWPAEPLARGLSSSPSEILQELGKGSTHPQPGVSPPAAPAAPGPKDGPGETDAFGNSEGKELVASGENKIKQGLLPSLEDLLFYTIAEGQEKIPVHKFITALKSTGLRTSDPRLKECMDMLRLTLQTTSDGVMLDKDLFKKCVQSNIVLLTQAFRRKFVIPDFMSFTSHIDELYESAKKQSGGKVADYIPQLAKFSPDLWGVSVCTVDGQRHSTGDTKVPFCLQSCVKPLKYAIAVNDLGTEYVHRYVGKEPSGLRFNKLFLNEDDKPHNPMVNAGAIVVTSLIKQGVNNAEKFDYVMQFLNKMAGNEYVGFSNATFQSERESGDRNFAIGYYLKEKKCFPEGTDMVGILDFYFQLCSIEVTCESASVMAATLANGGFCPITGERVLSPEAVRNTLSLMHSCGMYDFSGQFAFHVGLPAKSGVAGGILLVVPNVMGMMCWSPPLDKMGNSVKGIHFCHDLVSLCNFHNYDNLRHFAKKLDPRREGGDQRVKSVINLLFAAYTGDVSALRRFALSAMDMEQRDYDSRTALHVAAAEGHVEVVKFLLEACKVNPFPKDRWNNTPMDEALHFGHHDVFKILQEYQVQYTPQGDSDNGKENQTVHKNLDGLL
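Human kidney-isoform GLS in 45 mM KH2PO4 pH 8.2, 0.02% Tween-20, with compound, started with 1mM L-Glutamine (added stock). Glutamate oxidase/HRP/Amplex red coupled fluorescence read at start and after 30 min at RT.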
G9a block – qHTS Assay for Inhibitors of Histone Lysine Methyltransferase G9a. Histone-lysine N-methyltransferase EHMT2 (Homo sapiens), Q96KQ7. G9a H3K9 monomethylation, AlphaScreen, 2 h. Potency, µM (doses to about 102 µM), for inactives: at the highest dose activity, negative = inhibition, usual class: inhibitors. 8.8% of 350,000 active. AID 504332, 2011; also: potency is read from the fitted curve at half-maximal effect; % is scaled to controls: 0 for no effect and ±100 for the full control effect; nearly all actives have a fitted effect of over 75% in size
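Step 1: enzyme (final 20 nM) with compound, 15 min RT. Step 2: substrate peptide 500 nM and SAM 20 uM, 2 h RT. Step 3: anti-H3K9me1 antibody and AlphaScreen beads, 10 min, then plate read.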
HP1b chromo inh – HTS for Inhibitors of HP1-beta Chromodomain Interactions with Methylated Histone Tails | Chromobox protein homolog 1 (Homo sapiens), P83916 | Potency, µM (top dose mostly 114 µM), for inactives: top-dose activity change, negative = inhibition, hits mostly inhibitors | AlphaScreen HP1-beta / biotin-H3K9me3 peptide binding | 0.56% of 390,000 active; also: potency is read from the fitted curve at half-maximal effect; nearly all actives have a fitted effect of over 70% in size; inactives centre near 23
Target sequence (P83916 whole entry, looked up): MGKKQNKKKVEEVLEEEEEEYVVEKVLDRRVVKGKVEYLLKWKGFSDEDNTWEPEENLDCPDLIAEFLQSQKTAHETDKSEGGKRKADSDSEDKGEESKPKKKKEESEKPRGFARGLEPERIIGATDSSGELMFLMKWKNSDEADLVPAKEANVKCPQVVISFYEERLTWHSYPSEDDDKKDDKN
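HP1-beta protein (50 nM final) preincubated 30 min at room temperature with biotinylated H3(1-18)K9me3 peptide (50 nM) in PBS pH 7.4, 0.01% Tween-20, then compound added for 30 min. AlphaScreen streptavidin donor/nickel chelate acceptor beads (10 ug/mL final), 30 min dark, luminescence read.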
BAZ2B inh – qHTS Assay for Inhibitors of BAZ2B. AID 504333, 2011. AlphaScreen BAZ2B-H3K14Ac peptide displacement. Potency, µM (doses to about 114 µM), inactives show at the top dose activity change, negative = inhibition, hits mostly inhibitors. 4.4% of 360,000 active. Bromodomain adjacent to zinc finger domain protein 2B (Homo sapiens), Q9UIF8; also: potency is read from the fitted curve at half-maximal effect; % is scaled to controls: 0 for no effect and ±100 for the full control effect; nearly all actives have a fitted effect of over 60% in size
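Inhibition is scored as reduced AlphaScreen emission. The BAZ2B/b-H3(5-23)K14Ac complex (50 nM each) in PBS pH 7.4, 0.01% Tween-20 meets compound (up to 110 uM) for 30 min at RT before bead addition.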
Pin1 inh – qHTS Assay to Find Inhibitors of Pin1. 0.009% of 390,000 active. Potency, µM (series often up to 115 µM), inactives show at the highest dose activity, negative = inhibition, usual class: inhibitors. Pin1 FP peptide displacement, HiFluor488, 10 min. Peptidyl-prolyl cis-trans isomerase NIMA-interacting 1 (Homo sapiens), Q13526; active = well fitted inhibition curve with a large enough effect in the polarisation, with a control signal flat, not every such curve was filed as active; inconclusive = small, poorly fitted or top-dose-only effect, or effect the other way, or a change in a side signal; inactive = no such curve, though single readings can be large or run the other way; the % refers to the polarisation; also: potency is read from the fitted curve at half-maximal effect; % is scaled to controls: 0 for no effect and ±100 for the full control effect
Target sequence (Q13526 whole entry, looked up): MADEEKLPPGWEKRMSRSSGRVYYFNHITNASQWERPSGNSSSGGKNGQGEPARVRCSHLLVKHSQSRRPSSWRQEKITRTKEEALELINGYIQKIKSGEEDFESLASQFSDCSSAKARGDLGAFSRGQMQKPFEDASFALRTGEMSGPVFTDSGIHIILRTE
The depositor's hits bear a star; i = inactive; ? = inconclusive; nt = not tested or not shown; [ ] = dose if it differs, or a comment. Unless noted, calls follow the shape of the dose curve; as a rule, active = well fitted curve in the direction sought with a large enough effect; inconclusive = small, poorly fitted or top-dose-only effect, or another doubt; inactive = no such curve, though single readings can be large; an effect the other way counts as inactive or inconclusive.

structure	ERG Ets-DNA blk	Tb PGK inh	JMJD2A Tudor inh	GLS inhibitor	PI4K2A block	HP1b chromo inh	G9a block	Pin1 inh	BAZ2B inh
Cc1ccc(S(=O)(=O)N[C@@H](Cc2ccccc2)C(=O)N2CCC(C(=O)N[C@@H](CC(C)C)C(=O)O)CC2)cc1	-2%	-9%	-9%	5%	1	4%	16%	-2%	2%
COC(=O)c1sccc1NC(=O)CSc1ccccc1NS(=O)(=O)c1cc(Cl)ccc1Cl	0%	-3%	-17%	21%	0	33%[activator]	-41%[12.7 µM]	34%[activator]	1%
CNC(=O)C1CCC(Cn2c(=O)c3sccc3n(CC(=O)N3CCCCC3C)c2=O)CC1 (stereo unspecified)	5%	1%	1%	3%	-1	101%[activator]	22%[59 µM]	-7%	2%
CN(C)S(=O)(=O)c1ccc(Cl)c(C(=O)NCCNC(=O)c2cc(S(=O)(=O)N(C)C)ccc2Cl)c1	-4%	nt	-14%	-7%	-1	23%	?	6%	?
Cc1ccccc1NS(=O)(=O)c1cc(C(=O)N2CCc3ccccc3C2)ccc1C	1%	-3%	-19%	12%	5	15%	-3%[2.33 µM]	?	-8%
CCOC(=O)c1c(NC(=O)Cn2cnc3scc(-c4ccc(C)cc4)c3c2=O)sc(C)c1C	-7%	-6%	-22%	3%	3	1%	-3%[59 µM]	32%[activator]	-10%
COc1ccc(-c2nc3n(n2)C(c2ccccc2)C2=C(CCCC2=O)N3)cc1OC (stereo unspecified)	-2%	2%	-16%	8%	-4	8%	?	0%	6%
COc1ccc(CN2C(=O)C(NC(=O)c3ccccc3C)(C(F)(F)F)N=C2c2ccccc2)cc1 (stereo unspecified)	-5%	-4%	-21%	-5%	2	21%	-29%[59 µM]	21%	-25%
O=C(OCn1ncc(Cl)c(Cl)c1=O)c1cccc(C(F)(F)F)c1	1%	-2%	24%	-4%	11	39%	?	0%	-35%
CC1(C(=O)OCC(=O)Nc2nnc(-c3ccccc3)o2)CC1(Cl)Cl (stereo unspecified)	0%	-9%	-13%	0%	-7	39%[activator]	-31%	0%	-3%
COc1cccc(Oc2cn[nH]c2-c2ccc(OCC(=O)NN)cc2O)c1	-4%	nt	?	33%[activator]	1	17%	-3%	-5%	-22%
Cc1cccc(N2CCN(C(=O)c3nn(C)c4c3CSc3ccccc3-4)CC2C)c1 (stereo unspecified)	3%	9%	-6%	-5%	-3	45%[activator]	-42%[59 µM]	2%	-10%

Record cards, as listed above.
CCOC(=O)c1c(NC(=O)Cn2cnc3scc(-c4ccc(C)cc4)c3c2=O)sc(C)c1C in the list: ERG Ets-DNA blk = -7%; Tb PGK inh = -6%; JMJD2A Tudor inh = -22%; GLS inhibitor = 3%; PI4K2A block = 3; HP1b chromo inh = 1%; G9a block = -3%[59 µM]; Pin1 inh = 32%[activator]; BAZ2B inh = -10%
Cc1cccc(N2CCN(C(=O)c3nn(C)c4c3CSc3ccccc3-4)CC2C)c1 (stereo unspecified) in the list: ERG Ets-DNA blk = 3%; Tb PGK inh = 9%; JMJD2A Tudor inh = -6%; GLS inhibitor = -5%; PI4K2A block = -3; HP1b chromo inh = 45%[activator]; G9a block = -42%[59 µM]; Pin1 inh = 2%; BAZ2B inh = -10%

Remaining list, next part.
structure	ERG Ets-DNA blk	Tb PGK inh	JMJD2A Tudor inh	GLS inhibitor	PI4K2A block	HP1b chromo inh	G9a block	Pin1 inh	BAZ2B inh
Cc1nn(Cc2ccc(Cl)cc2)c(C)c1NC(=O)C1CC=CCC1C(=O)O (stereo unspecified)	9%	-6%	-2%	1%	3	48%[activator]	-14%[59 µM]	-1%	-1%
COc1ccc(Nc2nc(N)nc(CN3CCc4ccccc4C3)n2)cc1	5%	-7%	?	-3%	1	16%	?	3%	50µM*
CC(=O)CC[C@@H](C)O[C@@H]1OC(C)[C@H](O)CC1O (stereo partly specified)	15%	4%	4%	3%	-3	18%	15%[2.33 µM]	0%	14%
COc1ccc(OC(=O)c2cc3cc(Cl)ccc3oc2=O)cc1	-5%	-7%	-20%	-1%	-8	25%	nt	-4%	2%
C=CCOn1c(=O)c(-c2ccc(F)cc2)[n+]([O-])c2ccccc21	0%	nt	-13%	-4%	1	45%[activator]	-18%	-2%	4%
COc1cc(OC)cc(-c2c(C#Cc3ccsc3)c3cc(-c4ccc(OC)c(F)c4)ccc3n2C)c1	7%	i	-6%	-5%	-3	74%[activator]	nt	?	nt
Cc1ccc(NC(=O)COc2coc(CN3CCN(Cc4ccccc4)CC3)cc2=O)cc1	-2%	i	-11%	9%	0	16%	-16%	-13%	28%
COc1ccccc1NC(=O)c1oc2ccccc2c1NC(=O)C(C)C	-1%	-7%	-12%	0%	0	19%	-1%[59 µM]	4%	1%
O=C(O)Cc1ccc(NC(=S)NCc2ccco2)cc1	-1%	-7%	-5%	-11%	11	33%	22%[59 µM]	-5%	0%
CCN(CC)c1ccc(NC(=O)CCNS(=O)(=O)c2ccc3c(c2)CCC(=O)N3)c(C)c1	21%	0%	?	32%[activator]	-6	?	40µM*	-1%	35µM*
CC(C)[C@H](NC(=O)C1(c2ccccc2)CCN(C(=O)OC(C)(C)C)CC1)C(=O)O	-3%	-5%	-13%	0%	-1	18%	?	-5%	5%
COc1ccccc1C(=O)OCC(=O)NC(=O)NC1CCCC1	-9%	3%	6%	1%	0	39%[activator]	-7%[12.7 µM]	0%	1%
O=C(CSc1nnc2ccc(-c3ccc(F)cc3)nn12)N1CCOCC1	9%	4%	-8%	3%	-2	26%	-3%[0.501 µM]	-3%	-1%
CCN(CC)S(=O)(=O)c1ccccc1/C=N\O	-2%	-4%	9%	14%	5	10%	5%[2.33 µM]	-5%	4%
CC(NC(=O)COC(=O)CCc1ccccc1)c1ccccc1 (stereo unspecified)	8%	0%	12%	-7%	2	38%	-5%[59 µM]	-1%	12%
Cc1cc(C)n(C(=O)CNC(=O)c2ccc(Cl)cc2Cl)n1	7%	-9%	-6%	11%	-5	19%	-4%	-8%	6%
O=C(/C=C/c1cccc([N+](=O)[O-])c1)NCCSCc1ccc(Cl)cc1	8%	i	-29%	8%	-1	-4%	-51%[59 µM]	-1%	-32%
C(=N/N1CCN(c2ccccc2)CC1)/c1ccncc1	4%	-1%	?	3%	-2	-15%	?	1%	-39%
COc1ccc(C(=O)NCC(=O)N2CCN(c3ccc(F)cc3)CC2)cc1	-13%	9%	-6%	3%	2	13%	21%	-6%	2%
CCCCNC(=O)N(O)C1N(/N=C/c2ccccc2OC)C(=S)SC1(C)C (stereo unspecified)	-20%	-29%	-25%	?	7	5%	-9%	-1%	-31%
Cc1cc(NC(=O)COC(=O)CCNS(=O)(=O)c2ccccc2)n(-c2ccccc2)n1	2%	-6%	-5%	3%	0	40%[activator]	12%[2.33 µM]	-6%	5%
Cc1cccc(N(C(=O)c2csnn2)C(C(=O)NC(C)(C)C)c2cccnc2)c1 (stereo unspecified)	9%	6%	-11%	-2%	1	46%[activator]	26%	-3%	-30%
COc1ccc(C(CNC(=O)c2cccc(S(=O)(=O)Nc3ccccc3OC)c2)N2CCCCC2)cc1 (stereo unspecified)	2%	-9%	-32%	0%	-2	6%	nt	-2%	nt
COc1ccc(-c2oc3ncn4nc(Cc5ccccc5)nc4c3c2-c2ccc(OC)cc2)cc1	5%	-4%	-9%	2%	4	1%	16%[59 µM]	-7%	-2%
Cc1cccc(N2CCN(C(=O)Cn3ncc4c5ccccc5n(C)c4c3=O)CC2C)c1 (stereo unspecified)	0%	-6%	0%	0%	5	36%	4%[59 µM]	-3%	1%
CC1=NN(c2nc3ccccc3s2)C(O)(C(F)(F)F)C1 (stereo unspecified)	-2%	-4%	12%	-5%	6	30%	nt	-1%	2%
COc1cc(OC)c(C(=O)NC23CC4CC(CC(C4)C2)C3)cc1OC	-8%	-5%	-18%	-2%	3	12%	nt	1%	-14%
CCC(c1nnnn1Cc1cccs1)N1CCN(c2nc3ccccc3s2)CC1 (stereo unspecified)	3%	7%	-18%	-2%	-1	42%[activator]	-6%	21%	-3%
COc1ccc(/C=N/Nc2ccc(C(=O)O)cc2)cc1Br	-3%	-25%	-26%	0%	-8	12%	35µM*	-9%	?
